Compound activity as filed in PubChem BioAssay.
hIAP block: blocks human intestinal alkaline phosphatase; 0.12% of 330,000 active; inhibition, % at 10 µM; P09923; purified IAP, CDP-Star luminescence, 30 min; AID 2544;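 active means inhibition reaching a set limit with compound at 10 µM in the primary screen, cut at about 35% in these data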;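 further: plate controls were DMSO wells with enzyme for no effect and no-enzyme buffer wells for full effect; values of inactives mirror those of a sister screen read the other way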
tim10-1 inh: inhibits growth of tim10-1 mutant yeast; S. cerevisiae tim10-1 ts strain growth, BacTiter-Glo, 24 h; inhibition, % at 20 µM; 2.2% of 330,000 active;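 active means inhibition of at least 40%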;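 further: mutant grown at 25 °C; 0% = DMSO wells with yeast and 100% = wells holding no yeast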
beta cell repl: inducers of beta-cell replication in MIN6 cells. MIN6 cells proliferation, ATPlite luminescence, 48 h; cells starved in 0.2% serum; 100% = growth in 10% serum. proliferation, % at 10 µM. 0.29% of 330,000 active. AID 2380;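 active means compounds whose signal lies at least 3.5 SD above the mean of all wells on their plate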;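 further: 0% = DMSO-treated cells in low-serum medium and 100% = 10% serum control; some compounds called inactive have numbers as strong as hits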
TIM10 inh: TIM10 yeast growth inhibition; S. cerevisiae TIM10 strain growth, BacTiter-Glo luminescence, 24 h; 1.4% of 330,000 active; inhibition, % at 10 µM;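 active means inhibition of 40% or more at the single tested concentration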;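 further: wild-type TIM10 isogenic control strain grown at permissive 25 °C; 0% = DMSO yeast wells and 100% = minimal medium wells without yeast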
NLRP3 yeast inh: NALP3 inhibition in yeast | Yeast reconstituted NLRP3/ASC/caspase-1, beta-gal luminescence, 24 h | inhibition, % at 10 µM | 0.39% of 330,000 active;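 active means inhibition of 50% or more; inactive means inhibition below 50%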;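 further: plate controls were induced DMSO wells for no effect and uninduced yeast grown without galactose for full effect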
mIAP act: increases mouse intestinal alkaline phosphatase activity. activation factor at 10 µM. 0.24% of 330,000 active. muIAP, CDP-Star luminescence, 30 min; stronger effect = higher value; 1 = vehicle-only enzyme signal, 0 = enzyme-free wells;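 active means activation factor of at least 2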; further: the source names both 10 and 20 µM as test concentration; values of inactives mirror those of a sister screen read the other way
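Assay system: mouse IAP enzyme; Reagent: CDP-Star chemiluminescent phosphatase substrate; Compound: DMSO-dissolved test compounds; Incubation: 30 min, room temperature; Technique: luminescence from enzymatic CDP-Star hydrolysis; Controls: DMSO-only wells and no-enzyme negative control.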
mIAP block: blocks mouse intestinal alkaline phosphatase. inhibition, % at 10 µM. 0.2% of 330,000 active. purified mouse IAP, CDP-Star luminescence, 30 min;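 active means inhibition of at least 40% at 10 µM in the primary screen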;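 further: plate controls were DMSO with enzyme for no effect and no enzyme wells for full effect; values of inactives mirror those of a sister screen read the other way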
APOBEC3G inh: APOBEC3G (human) deaminase inhibition; Q9HC16; recombinant A3G, ssDNA deamination FAM/TAMRA fluorescence; inhibition, % at 20 µM; 0.28% of 330,000 active; AID 493012;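 active means inhibition of at least 40% at 20 µM, with no more than 30% in the related APOBEC3A deaminase screen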;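 further: plate controls were DMSO wells with A3G for no effect and wells lacking A3G enzyme for full effect; some compounds called inactive have numbers as strong as hits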
Target sequence (Q9HC16 whole entry, looked up): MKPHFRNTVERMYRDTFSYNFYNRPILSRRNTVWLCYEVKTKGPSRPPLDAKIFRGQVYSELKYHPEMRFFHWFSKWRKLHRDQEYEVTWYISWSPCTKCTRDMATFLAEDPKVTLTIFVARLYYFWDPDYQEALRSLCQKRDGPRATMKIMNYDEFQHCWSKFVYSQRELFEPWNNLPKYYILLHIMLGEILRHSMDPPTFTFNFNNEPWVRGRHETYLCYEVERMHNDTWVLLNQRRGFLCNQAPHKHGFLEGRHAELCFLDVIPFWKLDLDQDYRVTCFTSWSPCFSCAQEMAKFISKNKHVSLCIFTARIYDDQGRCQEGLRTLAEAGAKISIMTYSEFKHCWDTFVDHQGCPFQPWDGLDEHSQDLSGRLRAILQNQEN
A3A deaminase: blocks human APOBEC3A ssDNA deamination; recombinant A3A, FAM/TAMRA ssDNA deamination fluorescence; P31941; 0.41% of 330,000 active; inhibition, % at 20 µM;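 active means at least 40% inhibition at 20 µM here, with at most 30% in a related deaminase screen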;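 further: plate controls were A3A with DMSO for no effect and wells lacking A3A enzyme for full effect; some results filed as inactive read as strong as hits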
Target sequence (P31941 whole entry, looked up): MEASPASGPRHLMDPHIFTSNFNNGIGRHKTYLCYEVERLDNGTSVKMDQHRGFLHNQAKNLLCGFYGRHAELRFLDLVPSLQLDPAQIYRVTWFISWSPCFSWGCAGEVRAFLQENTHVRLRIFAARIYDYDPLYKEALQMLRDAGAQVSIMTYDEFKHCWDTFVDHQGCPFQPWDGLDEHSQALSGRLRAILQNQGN
* = called active by the depositor; x = no result given. Compounds were not picked by outcome (roughly 4.6% active in at least one column).

SMILES | hIAP block | tim10-1 inh | beta cell repl | TIM10 inh | NLRP3 yeast inh | mIAP act | mIAP block | APOBEC3G inh | A3A deaminase
CCCCNC(=O)CN(Cc1ccco1)S(=O)(=O)c1ccc(C(C)=O)cc1 | -6 | 10 | 0 | 6 | 5 | 0.95 | 5 | -3 | 1
CC1CCCCN1C(=O)COC(=O)C1CCN(S(=O)(=O)c2ccc(Cl)c(C(F)(F)F)c2)CC1 (stereo not given) | -5 | 13 | 1 | 6 | 25 | 0.92 | 8 | -11 | -4
CCCOc1ccc(/C=N/NC(=O)c2ccc(Cn3cc([N+](=O)[O-])cn3)o2)cc1 | -19 | -9 | -2 | -14 | 13 | 0.93 | 7 | -6 | -1
CC(=O)c1c(C)oc2ccc(N(C(C)=O)S(=O)(=O)c3cccc([N+](=O)[O-])c3)cc12 | -14 | 16 | -3 | -12 | -7 | 0.89 | 11 | -4 | -4
CCCCC(=O)NC(c1cccc([N+](=O)[O-])c1)c1c(OC(C)=O)ccc2ccccc12 (stereo not given) | 6 | 31 | -6 | 21 | 6 | 0.86 | 14 | -6 | -16
Cc1ccc2[nH]c(=O)c(CN(CCO)C(=O)NCc3ccccc3)cc2c1 | -7 | -10 | -5 | -2 | 0 | 0.87 | 13 | -4 | 1
O=C(CC1NC(=O)NC1=O)Nc1cccc2ccccc12 (stereo not given) | 8 | 1 | -3 | 2 | 4 | 0.9 | 10 | -7 | -3
CCCCCOc1ccc(CSC2=NCCN2)cc1[N+](=O)[O-] | -54 | 11 | -6 | 6 | 13 | 0.97 | 3 | -1 | 0
CCc1nc(SCc2ccccn2)c2c(=O)n(C)c(=O)n(C)c2n1 | 11 | 22 | -2 | -9 | 15 | 0.99 | 1 | -8 | -7
COc1ccc(S(=O)(=O)N2CCN(Cc3ccc4c(c3)OCO4)CC2)cc1 | -15 | 28 | 1 | 26 | 29 | 1.1 | -5 | 1 | 2
COc1ccc(S(=O)(=O)N2CCSCC2)cc1C(N)=O | -3 | -8 | 1 | -3 | 20 | 0.99 | 1 | -6 | -6
Cc1ccc(NC(=O)CSCC(=O)N=c2sccn2C)cc1 | 9 | -8 | -1 | 3 | 17 | 0.91 | 9 | -4 | 1
Cc1ccc(S(=O)(=O)N2CCCC2=O)c(C)c1N(C)S(C)(=O)=O | 2 | 10 | -1 | 1 | 7 | 0.97 | 3 | -7 | -7
COC(=O)c1ccc(Cl)c(-c2ccc(/C=N/NC(=O)Nc3ccccc3)o2)c1 | 4 | 2 | -2 | 10 | 17 | 1 | -1 | 6 | -1
CCOc1cccc(NC(=O)CSc2sc3c(O)cc(=O)[nH]c3c2C#N)c1 | -2 | -5 | 0 | -3 | 24 | 0.94 | 6 | -6 | 0
Cc1ccc(C(C)(C)C)c(SCC(=O)Nc2nnc(C)s2)c1 | 6 | -3 | 1 | -2 | 8 | 0.94 | 6 | -7 | -3
Cc1ccc(C)c(N2CCN(C3CCCCC3NS(=O)(=O)c3ccccc3)CC2)c1 (stereo not given) | -4 | 19 | -4 | 12 | 18 | 1 | -2 | -3 | -2
COC(=O)c1[nH]c2cccc(OC)c2c1NC(=O)CN1CC(C)OC(C)C1 (stereo not given) | 7 | -2 | -2 | 21 | 8 | 1.1 | -15 | 5 | -1
COc1cc(/C=C/c2ccc3cccc(O)c3n2)ccc1O | -34 | 33 | -5 | 36 | 27 | 0.79 | 21 | -7 | -4
NS(=O)(=O)c1cccc(NC(=O)c2ccno2)c1 | 18 | 0 | -4 | 12 | 0 | 0.88 | 12 | -7 | -5
NS(=O)(=O)c1ccc(NC(=O)CSc2nc3ccccc3nc2N2CCOCC2)cc1 | 5 | -9 | -1 | -2 | 7 | 0.93 | 7 | -5 | -3
O=C(Nc1ccccc1F)N1CCC(NC(=O)C23CC4CC(CC(C4)C2)C3)CC1 | 16 | 23 | 0 | 0 | 6 | 1.2 | -19 | -5 | 2
CC(=O)Nc1ccc(-c2cc(-c3ccc(NC(C)=O)cc3)nc(-c3ccc(NC(C)=O)cc3)n2)cc1 | 1 | 15 | 0 | -7 | -11 | 1 | -2 | -5 | 0
N/C(=N\OC(=O)Cc1cccs1)c1cccc([N+](=O)[O-])c1 | 3 | 32 | 3 | 16 | 17 | 0.95 | 5 | 11 | 6
CN1CCN(S(=O)(=O)c2cc([N+](=O)[O-])ccc2N2CCCCCC2)CC1 | 12 | 24 | -1 | 14 | 12 | 0.89 | 11 | -4 | -1
CCS(=O)(=O)c1ccc2c(c1)N(S(C)(=O)=O)CC(C(=O)NC1CC1)O2 (stereo not given) | 3 | 4 | -3 | -12 | 11 | 1 | -4 | -8 | -3
O=c1c(Cl)c(Cl)cnn1Cc1nnc(-c2ccccc2Br)o1 | 3 | 63* | -5 | 44* | -22 | 1 | 0 | -5 | -1
Fc1ccccc1Nc1nc(Cl)nc(Cl)n1 | -1 | 16 | 1 | -19 | -10 | 1 | -2 | -1 | -2
COC(=O)c1ccc(NC(=S)NC2CCc3ccccc32)cc1 (stereo not given) | -4 | 34 | -1 | 47* | 11 | 2.9* | -190 | -6 | -4
S=C1N(c2ccccc2)CN(CCN2CCOCC2)CN1c1ccccc1 | 4 | -10 | 0 | 4 | 27 | 0.91 | 9 | 0 | 0
CN1C(=O)/C(=C/c2cc3c(cc2Br)OCO3)NC1=S | -1 | -16 | 2 | -16 | 19 | 1 | -3 | -8 | -2
CN(C)C(=O)CCc1ccc2c3c([nH]c2c1)[C@]1(C)[C@@H](C(=O)N2CCOCC2)C[C@H](CC(=O)NCCN2CCOCC2)C(=O)N1CC3 | x | 0 | x | -7 | x | 1 | -3 | 3 | 2
O=[N+]([O-])c1cc(S(=O)(=O)C(F)(F)F)ccc1N1CCN(c2ccccc2)CC1 | -11 | 25 | -2 | 34 | 27 | 0.9 | 10 | -1 | 7
CC(=O)c1c(C)[nH]c(C(=O)Nc2cccc3ccccc23)c1C | -19 | 27 | -1 | -6 | 28 | 1.1 | -14 | -4 | -4
Cc1snc(S(=O)(=O)Cc2ccccc2Cl)c1C#N | 12 | 16 | -1 | -1 | 4 | 1 | 0 | 3 | 1
COc1ccc2c(c1)CCc1c-2n[nH]c1C(=O)O | -11 | -8 | 1 | -8 | -2 | 1 | -2 | -2 | -2
Cc1ccc(C(=O)N/C(=C\c2cccs2)c2nc3ccccc3[nH]2)cc1 | -2 | 20 | 0 | 21 | 6 | 0.98 | 2 | -1 | 0
O=C(N/N=C/c1cccnc1)c1cccc(Cl)c1 | -2 | -1 | -3 | -20 | -1 | 1 | -2 | -8 | -3
CCCN1CCn2c3c(c4cc(Br)ccc42)CCCC31 (stereo not given) | -1 | 17 | -1 | 6 | 19 | 0.92 | 8 | -6 | -3
CN1CCCN(Cc2ccccc2C(F)(F)F)CC1 | -2 | 11 | 0 | 9 | -6 | 0.95 | 5 | -3 | 0
CN(C(=O)c1ccccc1NC(=O)C(F)(F)F)c1ccccc1 | 12 | 16 | 3 | -11 | 4 | 1 | -4 | 0 | 4
O=C(NCC1COc2ccccc2O1)Nc1ccccc1F (stereo not given) | -10 | 9 | -2 | 24 | 25 | 1.4 | -40 | -8 | -7
COc1ccccc1Nc1nc2ccc(C)cc2cc1C#N | -3 | 5 | 2 | 11 | 3 | 1 | 0 | 1 | -2
CSc1nsc(SC)c1NC(=O)Nc1ccccc1C | -7 | -1 | -2 | 7 | 10 | 1 | -1 | -5 | -3
C/C(=N/NC(=O)CNC(=O)c1cccnc1)c1ccc(Cl)c(Cl)c1 | 14 | 1 | -1 | 7 | 2 | 0.92 | 8 | -9 | -5
Cc1nc(-c2ccccc2)sc1C(N)=O | -4 | 17 | -1 | 6 | 18 | 1.1 | -5 | -2 | -1
CCOC(=O)c1sc2nc(-c3cccnc3)ccc2c1N | 5 | 22 | -5 | 21 | -23 | 1.1 | -14 | -7 | 1
Cn1cccc1Cc1nnc(SCC(=O)N2CCOCC2)n1-c1ccc(F)cc1 | 2 | 23 | 0 | 18 | 10 | 1.2 | -16 | 13 | -1
CCSc1nc2c(c(=O)[nH]c(=O)n2C)n1CC(O)COc1ccccc1C (stereo not given) | 10 | 16 | -2 | 2 | 19 | 1 | -2 | -3 | 2
Cc1ccc(C)c(NS(=O)(=O)c2c(C)[nH]c(C)c2C(=O)N2CCCCC2)c1 | 3 | 3 | -3 | 17 | 5 | 1.1 | -5 | 5 | 4

Carrying on.
SMILES | hIAP block | tim10-1 inh | beta cell repl | TIM10 inh | NLRP3 yeast inh | mIAP act | mIAP block | APOBEC3G inh | A3A deaminase
O=C(NC(=S)N1CCc2ccccc21)c1ccco1 | 2 | 39 | 2 | 9 | 8 | 1 | -1 | 0 | -1
O=C(COC(=O)COc1ccc(Cl)cc1)NCCCc1ccccc1 | 32 | 2 | 0 | 3 | 18 | 0.94 | 6 | 1 | 1
COc1ccc(CNC(=O)C2CC(c3cc(C(F)(F)F)cc(C(F)(F)F)c3)=NO2)cc1 (stereo not given) | -8 | -11 | -6 | -6 | 13 | 0.97 | 3 | -3 | 10
COc1ccc(OCc2nnc(SCC(=O)N3CCCC3)o2)cc1 | -4 | 17 | 1 | -5 | 24 | 1 | 0 | -6 | -3
O=C(NNc1c2ccccc2nc2ccccc12)c1ccccc1O | 12 | 8 | -2 | 22 | 23 | 0.83 | 17 | 7 | 5
N#C/C(=C\c1ccc(N2CCOCC2)o1)C(=O)Nc1ccc(O)cc1 | 23 | 15 | -1 | 9 | 4 | 0.87 | 13 | -13 | -4
CCCN1CCN(C(=O)CCS(=O)(=O)c2cc3c(cc2Cl)NC(=O)CO3)CC1 | -3 | -22 | -1 | -5 | 13 | 1.1 | -6 | -7 | -2
Cc1ccc(OCCNc2ccc(S(=O)(=O)N3CCCC3)cn2)cc1 | -10 | 22 | 2 | 13 | -13 | 1 | -4 | -13 | -2
CCCOc1ccc(N2C(=O)CC(N3CCN(CCN=CC4=C(O)CC(C)(C)CC4=O)CC3)C2=O)cc1 (stereo not given) | -21 | 23 | -2 | 8 | 4 | 1.1 | -6 | -5 | -8
Cc1cc(C)n(/C(=C\N(C)C)C(=O)c2cccc([N+](=O)[O-])c2)n1 | 3 | -3 | -1 | 4 | 9 | 0.97 | 3 | -6 | -3
COC(=O)CN(c1ccc(OC)c(OC)c1)S(C)(=O)=O | 6 | 11 | 0 | -21 | 10 | 0.85 | 15 | 2 | 6
Nc1nc(-c2ccc(Cl)cc2)cn1N | -11 | -6 | -2 | 7 | 8 | 0.81 | 19 | -6 | -1
O=C(N/N=C/c1ccc(OCc2ccccc2)cc1)c1cc[n+](Cc2ccccc2)cc1 | 9 | 11 | 0 | 3 | 35 | 0.85 | 15 | -11 | 1
Cc1cc(-c2ccc(C)c(S(=O)(=O)NCCC(C)N3CCCCCC3)c2)on1 (stereo not given) | -32 | -10 | 0 | -2 | 4 | 0.94 | 6 | 2 | 0
O=C(Cc1ccc(Cl)cc1)NC1CCCCCC1 | 11 | 3 | 0 | -28 | 23 | 1.2 | -19 | -5 | -4
O=C(N/N=C/c1cccc(C(F)(F)F)c1)c1ccccc1O | 1 | -2 | -2 | -11 | 27 | 0.85 | 15 | -1 | 3

2 compounds from above with just TIM10 inh:
SMILES | TIM10 inh
CCCOc1ccc(/C=N/NC(=O)c2ccc(Cn3cc([N+](=O)[O-])cn3)o2)cc1 | -14
CC(=O)c1c(C)[nH]c(C(=O)Nc2cccc3ccccc23)c1C | -6
